Compound activity (PubChem)
HCT116 PTEN-null = suppresses growth of cells with PTEN deletion; HCT116 PTEN-null viability, CellTiter-Glo, 60 h; active compounds read low; viability, % at 10 µM; 140,000 compounds, 1.2% hits; AID 827;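 active = viability at or below a set limit, 4 SD under the median of all tested compounds, cut at about 3.7% in these data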;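 also: PTEN knockout HCT116 line with beta catenin targeted HCT116 as companion control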
MRP-1 activ = activators of MRP-1. H69AR cells + doxorubicin, viability rescue, CellTiter-Glo. 140,000 compounds, 0.61% hits. AID 799. viability increase, % at 10 µM;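 active = viability gain under doxorubicin at or above a set limit, the compound median plus 3 SD, cut at about 4.7% in these data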;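 also: MRP-1 overexpressing cells given doxorubicin 25 µM after compound pretreatment; 18-22 h compound pretreatment then 72 h with doxorubicin before readout; 0% = doxorubicin-only wells and 100% = vehicle-treated cells without doxorubicin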
BB579 growth dn = chemicals that inhibit yeast BB579 growth in restrictive medium (lifespan-shortening candidates); S. cerevisiae BB579 growth, OD615, 48 h; inhibition, % at 10 µM; 140,000 compounds, 0.51% hits; AID 804;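 active = inhibition above a set limit, 3 SD over the mean compound inhibition, cut at about 44% in these data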; also: inactives centre near -24
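Test system: Saccharomyces cerevisiae DeaD strain BB579, replicative lifespan model yeast | Buffer or medium: Restrictive CSMM-D medium | Doses: One dose, 10 µM compound with 0.25% DMSO | Incubation: 48 h exposure, 30 °C | Detection: Culture absorbance at 615 nm | Control set: Amphotericin B at 10 µg/mL as positive control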
Yeast life ext = yeast lifespan extension | AID 775 | S. cerevisiae growth with nicotinamide, OD615; deaD strain in restrictive glucose medium | inhibition of the nicotinamide effect, % at 10 µM | 130,000 compounds, 0.68% hits;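 active = inhibition above a set limit, placed 3 SD over the median of all compounds, cut at about 26% in these data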;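 also: 0% = nicotinamide-treated wells and 100% = cells grown without nicotinamide; some compounds called inactive have numbers as strong as hits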
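Test system – modified budding yeast, DeaD strain · Compound – single dose 10 µM compound, 0.25% DMSO · Times – culture preincubation 4 h, compound exposure 48 h, both 30 °C · Detection – optical density (absorbance) at 615 nm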
Measles CPE = protection of cells from measles virus; AID 841; protection (pct of control), % at 4 µM; 140,000 compounds, 1.5% hits; Measles virus-infected cells, CPE protection, absorbance; in the data active = protection mostly above about 24%, no sharp cut-off; inactive = mostly below about 26%; also: some compounds called inactive have numbers as strong as hits
NPY-Y2 antag = NPY-Y2 (human) receptor antagonism. P49146. inhibition, % at 2.7 µM. NPY-Y2 expressing cells, antagonist mode. AID 793. 140,000 compounds, 0.99% hits; in the data active = inhibition above about 17%;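 also: 0% = vehicle with agonist challenge and 100% = reference antagonist with challenge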
Target sequence (P49146 whole entry, looked up): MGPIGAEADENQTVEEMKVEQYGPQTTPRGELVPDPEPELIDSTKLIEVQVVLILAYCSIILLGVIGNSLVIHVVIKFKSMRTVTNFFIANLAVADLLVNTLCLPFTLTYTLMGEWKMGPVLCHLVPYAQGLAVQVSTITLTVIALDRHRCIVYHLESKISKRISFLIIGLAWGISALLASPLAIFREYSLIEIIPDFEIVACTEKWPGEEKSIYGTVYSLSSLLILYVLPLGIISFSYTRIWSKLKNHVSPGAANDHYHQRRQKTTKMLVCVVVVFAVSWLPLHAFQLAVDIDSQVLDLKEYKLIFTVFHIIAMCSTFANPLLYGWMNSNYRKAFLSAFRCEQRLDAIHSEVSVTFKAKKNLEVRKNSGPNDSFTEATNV
E-sel TNF inh = blocks E-selectin expression induced by TNF alpha | 120,000 compounds, 0.71% hits | HUVEC TNFa-induced E-selectin immunofluorescence, high content | inhibition, % at 2 µM | AID 1246;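 active = inhibition above the batch mean plus 3 SD, and confirmed as a hit on visual image review, cut at about 43% in these data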;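 also: 0% = TNF-stimulated DMSO wells and 100% = unstimulated control wells; not every result past the cut was called active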
HCT116 bCat-KO = beta-catenin-lacking colon tumor cell growth suppression; HCT116 beta-catenin knockout viability, CellTiter-Glo, 60 h; active compounds read low; viability, % at 10 µM; AID 818; 140,000 compounds, 1.5% hits;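 active = viability at or under a set limit, the compound median less 4 SD, cut at about 6% in these data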;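 also: 0% = Hyamine 1622 control at 20 µM and 100% = untreated cell control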
GALR2 antag = blocks the human galanin receptor 2. O43603. GALR2-expressing cells, antagonist mode. inhibition, % at 4 µM. 140,000 compounds, 0.39% hits. AID 828; in the data active = inhibition above about 27%;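 also: cells stimulated with galanin 1-16 at roughly its EC80; 0% = agonist challenge control and 100% = basal control without agonist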
Target sequence (O43603 whole entry, looked up): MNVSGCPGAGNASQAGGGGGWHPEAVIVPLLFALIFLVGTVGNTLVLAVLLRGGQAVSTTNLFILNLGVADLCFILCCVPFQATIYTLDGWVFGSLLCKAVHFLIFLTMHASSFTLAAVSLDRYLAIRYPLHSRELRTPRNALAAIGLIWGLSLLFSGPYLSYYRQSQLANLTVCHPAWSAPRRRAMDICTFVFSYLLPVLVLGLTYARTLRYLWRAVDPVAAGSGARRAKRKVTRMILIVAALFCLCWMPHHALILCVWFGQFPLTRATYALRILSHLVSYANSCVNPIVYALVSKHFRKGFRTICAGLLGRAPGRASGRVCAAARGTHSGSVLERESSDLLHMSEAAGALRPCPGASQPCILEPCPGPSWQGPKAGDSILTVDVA
Phagocytosis inh = macrophage phagocytosis inhibition; J774A.1 macrophage IgG-bead phagocytosis, imaging; inhibition, % at 5 µM; 110,000 compounds, 0.07% hits; AID 1029;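 active = inhibition above the mean of the plate negative controls plus 5 SD, cut at about 13% in these data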;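 also: phagocytic index as fraction of beads internalized from green versus red external bead signal; plate controls were DMSO negative control for no effect and cytochalasin-D positive control for full effect; some results beyond the cut were filed as inactive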
Numbers without * were called inactive.

`COc1ccc(-c2csc(Cc3nnc(N4CCOCC4)n3-c3ccccc3)n2)cc1OC` gave HCT116 PTEN-null 108, MRP-1 activ -0.9, BB579 growth dn -47, Yeast life ext -5, Measles CPE 4, NPY-Y2 antag 1, E-sel TNF inh 2, HCT116 bCat-KO 96, GALR2 antag -15 and Phagocytosis inh -1.
`COC(=O)Cc1csc(/N=C/c2c(O)n(-c3cccc(C(F)(F)F)c3)c(=O)c3ccccc23)n1` gave HCT116 PTEN-null 48, MRP-1 activ -4.7, BB579 growth dn -35, Yeast life ext 6, Measles CPE 2, NPY-Y2 antag 3, E-sel TNF inh -3, HCT116 bCat-KO 54, GALR2 antag -7 and Phagocytosis inh -4.
`COC(=O)c1c(NC(=O)C2CC(=O)NN2Cc2ccccc2)sc(C)c1C` (stereo unspecified) gave HCT116 PTEN-null 94, MRP-1 activ -4.2, BB579 growth dn -8, Yeast life ext -21, Measles CPE 16, NPY-Y2 antag 1, E-sel TNF inh -10, HCT116 bCat-KO 88 and GALR2 antag 3.
For O=C(CCc1ccc(Oc2cc([N+](=O)[O-])cc([N+](=O)[O-])c2)cc1)N1CCCCCC1 the results were HCT116 PTEN-null 81, MRP-1 activ -3.6, BB579 growth dn -40, Yeast life ext 8, Measles CPE 6, NPY-Y2 antag 5, E-sel TNF inh -14, HCT116 bCat-KO 89, GALR2 antag 0 and Phagocytosis inh -8.
For CCOc1ccc(CN(C)CC(=O)Nc2ccc(N3CCOCC3)cc2)cc1OC the results were HCT116 PTEN-null 95, MRP-1 activ 0.0, BB579 growth dn -10, Yeast life ext 3, Measles CPE 3, NPY-Y2 antag 1, HCT116 bCat-KO 95, GALR2 antag 4 and Phagocytosis inh -13.
`Cc1ccc2nc(-c3ccc(NC(=O)COC(=O)c4ccc(=O)[nH]c4)cc3)sc2c1` gave HCT116 PTEN-null 57, MRP-1 activ -2.7, BB579 growth dn -3, Yeast life ext -8, Measles CPE 11, NPY-Y2 antag -2, E-sel TNF inh 0, HCT116 bCat-KO 57, GALR2 antag 5 and Phagocytosis inh 1.
CCn1c(C(=O)N2CCCC(C(=O)NCCCc3ccccc3)C2)cc2sccc21 (stereo unspecified) was read as HCT116 PTEN-null 77, MRP-1 activ 2.6, BB579 growth dn -29, Measles CPE 6, NPY-Y2 antag 8, E-sel TNF inh -11, HCT116 bCat-KO 84 and GALR2 antag -17.
COc1ccc(NC(=O)c2coc3ccccc23)cc1OC was read as HCT116 PTEN-null 94, MRP-1 activ 0.2, BB579 growth dn -80, Yeast life ext -9, Measles CPE 2, NPY-Y2 antag 3, E-sel TNF inh 8, HCT116 bCat-KO 101, GALR2 antag 2 and Phagocytosis inh -1.
COc1cccc(N(CC(=O)NCCSc2ccccn2)S(C)(=O)=O)c1 was read as HCT116 PTEN-null 108, MRP-1 activ -1.8, BB579 growth dn 12, Yeast life ext -10, Measles CPE 26, NPY-Y2 antag 1, E-sel TNF inh 3, HCT116 bCat-KO 99, GALR2 antag -7 and Phagocytosis inh 0.
`C[N+](C)(C)CCCCCC(=O)/C=N/O` gave HCT116 PTEN-null 87, MRP-1 activ 2.0, BB579 growth dn -20, Yeast life ext 5, Measles CPE 4, NPY-Y2 antag 2, HCT116 bCat-KO 92, GALR2 antag 1 and Phagocytosis inh 3.
CC(=O)c1ccc(N2Cc3ccccc3/C2=N\C(=O)Nc2ccccc2)cc1 was read as HCT116 PTEN-null 94, MRP-1 activ 0.2, BB579 growth dn -25, Yeast life ext -1, Measles CPE 5, NPY-Y2 antag 14, E-sel TNF inh 3, HCT116 bCat-KO 89, GALR2 antag 8 and Phagocytosis inh -3.
For O=C(CSc1nnc(-c2ccc(S(=O)(=O)N3CCCC3)cc2)n1CC1CCCO1)NC1CC1 (stereo unspecified) the results were HCT116 PTEN-null 93, MRP-1 activ -0.3, BB579 growth dn 19, Yeast life ext -13, Measles CPE 4, NPY-Y2 antag -1, HCT116 bCat-KO 101, GALR2 antag -4 and Phagocytosis inh -1.
Screening C/C(Cc1ccccc1)=N\NC(=O)c1ccc(F)cc1 returned HCT116 PTEN-null 93, MRP-1 activ -0.8, BB579 growth dn -3, Yeast life ext 0, Measles CPE 20, NPY-Y2 antag 0, E-sel TNF inh 7, HCT116 bCat-KO 91, GALR2 antag -2 and Phagocytosis inh -8.
Screening COc1ccc2nc(NC(=O)C(NS(=O)(=O)c3cccc4nsnc34)C(C)C)sc2c1 (stereo unspecified) returned HCT116 PTEN-null 96, MRP-1 activ -3.1, BB579 growth dn -25, Yeast life ext -7, Measles CPE 0, NPY-Y2 antag -5, E-sel TNF inh 1, HCT116 bCat-KO 87, GALR2 antag -5 and Phagocytosis inh -1.
For Cc1ccc(N2CN(Cc3cccnc3)CNC2=S)c(C)c1 the results were HCT116 PTEN-null 86, MRP-1 activ -0.4, BB579 growth dn -8, Yeast life ext 7, Measles CPE 17, NPY-Y2 antag 3, HCT116 bCat-KO 85 and GALR2 antag -9.
CCn1cc(C(=O)N2CCCC2)c(=O)c2cc(S(=O)(=O)N(C)C)ccc21 was read as HCT116 PTEN-null 108, MRP-1 activ -0.8, BB579 growth dn -6, Yeast life ext -9, Measles CPE 24, NPY-Y2 antag 4, HCT116 bCat-KO 97 and GALR2 antag -5.
Screening CCOC(=O)c1[nH]c(C)c(CCC(=O)OC)c1C returned HCT116 PTEN-null 97, MRP-1 activ -4.2, BB579 growth dn -38, Yeast life ext -31, Measles CPE 4, NPY-Y2 antag -2, E-sel TNF inh -33, HCT116 bCat-KO 105, GALR2 antag -6 and Phagocytosis inh 0.
`CCn1c(=O)c(C(=O)CN2CCOCC2)c(N)n(Cc2ccccc2)c1=O` gave HCT116 PTEN-null 114, MRP-1 activ -0.8, BB579 growth dn -80, Yeast life ext -6, Measles CPE 18, NPY-Y2 antag 2, E-sel TNF inh -32, HCT116 bCat-KO 114, GALR2 antag -3 and Phagocytosis inh 0.
CC(=O)OC1CC(C)(C)N(OC(=O)c2ccc(N)cc2)C(C)(C)C1 was read as HCT116 PTEN-null 95, MRP-1 activ -0.1, BB579 growth dn -26, Yeast life ext 6, Measles CPE 15, NPY-Y2 antag 0, E-sel TNF inh 6, HCT116 bCat-KO 90, GALR2 antag -9 and Phagocytosis inh 0.
For O=C(CN(c1cccc(C(F)(F)F)c1)S(=O)(=O)c1ccc(Cl)c([N+](=O)[O-])c1)NCc1ccccc1 the results were HCT116 PTEN-null 47, MRP-1 activ -2.7, BB579 growth dn -9, Yeast life ext -1, Measles CPE 8, NPY-Y2 antag -1, E-sel TNF inh -17, HCT116 bCat-KO 40, GALR2 antag 12 and Phagocytosis inh -3.
Screening CCN1CC(O)=C(c2nc3ccccc3s2)C1=N returned HCT116 PTEN-null 99, MRP-1 activ 1.2, BB579 growth dn -31, Yeast life ext -6, Measles CPE 8, NPY-Y2 antag 1, E-sel TNF inh 4, HCT116 bCat-KO 101, GALR2 antag 4 and Phagocytosis inh 0.
For CCCn1c(SCC(=O)c2c(C)[nH]c(C)c2C(=O)OCC)nc2ccccc21 the results were HCT116 PTEN-null 90, MRP-1 activ -3.3, BB579 growth dn -8, Yeast life ext 1, Measles CPE 19, NPY-Y2 antag 7, E-sel TNF inh 17, HCT116 bCat-KO 90, GALR2 antag 3 and Phagocytosis inh -4.
Cc1nn(Cc2ccc(Cl)cc2Cl)c(C)c1NC(=O)c1ccc(COc2cc(Cl)ccc2Cl)o1 was read as HCT116 PTEN-null 49, MRP-1 activ 5.6*, BB579 growth dn -14, Yeast life ext -18, Measles CPE 9, NPY-Y2 antag 1, E-sel TNF inh 0, HCT116 bCat-KO 47 and GALR2 antag -2.
COc1ccc(CNC(=S)NC2CCCC2)cc1 was read as HCT116 PTEN-null 90, MRP-1 activ 1.9, BB579 growth dn 9, Yeast life ext -2, Measles CPE 12, NPY-Y2 antag 1, E-sel TNF inh 14, HCT116 bCat-KO 82, GALR2 antag -3 and Phagocytosis inh -7.
CC1=C(C(=O)Nc2cccnc2)C(c2ccncc2)n2nnnc2N1 (stereo unspecified) was read as HCT116 PTEN-null 95, MRP-1 activ -0.7, BB579 growth dn -27, Yeast life ext -2, Measles CPE 2, NPY-Y2 antag 1, E-sel TNF inh -17, HCT116 bCat-KO 97 and GALR2 antag 10.
Screening CN1c2ccsc2C(O)=C(C(=O)Nc2ccccc2)S1(=O)=O returned HCT116 PTEN-null 94, MRP-1 activ -3.5, BB579 growth dn -23, Yeast life ext -5, Measles CPE 4, NPY-Y2 antag -1, HCT116 bCat-KO 94, GALR2 antag 12 and Phagocytosis inh -1.
For CCCn1c(N2CCN(Cc3cccc(C)c3)CC2)nc2c1c(=O)[nH]c(=O)n2C the results were HCT116 PTEN-null 84, MRP-1 activ -5.2, BB579 growth dn -35, Yeast life ext 5, Measles CPE 8, NPY-Y2 antag 0, E-sel TNF inh 7, HCT116 bCat-KO 86, GALR2 antag 0 and Phagocytosis inh 0.
For COc1cccc(-c2cnc(NCc3cc(Cl)ccc3O)n2C)c1 the results were HCT116 PTEN-null 52, MRP-1 activ -1.2, BB579 growth dn -9, Yeast life ext -17, Measles CPE 5, NPY-Y2 antag 6, E-sel TNF inh 60*, HCT116 bCat-KO 59, GALR2 antag 4 and Phagocytosis inh -2.
For Cc1cccc(Nc2ncnc3ccccc23)c1 the results were HCT116 PTEN-null 98, MRP-1 activ 0.3, BB579 growth dn -16, Yeast life ext -23, Measles CPE 2, NPY-Y2 antag 2, E-sel TNF inh 0, HCT116 bCat-KO 97, GALR2 antag 9 and Phagocytosis inh -1.
Screening CCC(=O)Nc1ccc(S(=O)(=O)Nc2cccnc2)cc1 returned HCT116 PTEN-null 90, MRP-1 activ -1.8, BB579 growth dn 4, Yeast life ext -22, Measles CPE 6, NPY-Y2 antag 3, E-sel TNF inh -1, HCT116 bCat-KO 91, GALR2 antag 0 and Phagocytosis inh 0.
`COc1ccccc1NC(=O)N(Cc1ccco1)Cc1cc2cc(C)cc(C)c2[nH]c1=O` gave HCT116 PTEN-null 30, MRP-1 activ -1.1, BB579 growth dn -50, Yeast life ext -5, Measles CPE 25, NPY-Y2 antag 1, HCT116 bCat-KO 31, GALR2 antag -12 and Phagocytosis inh 0.
Screening Cc1nc2ccc(S(=O)(=O)NCC(=O)N(C)Cc3ccco3)cc2s1 returned HCT116 PTEN-null 92, MRP-1 activ -1.2, BB579 growth dn -33, Yeast life ext -6, Measles CPE 13, NPY-Y2 antag -3, E-sel TNF inh -30, HCT116 bCat-KO 93 and GALR2 antag 2.
For O=C(/C=C/c1ccc(Cl)cc1)N1CCN(c2ccc(Cl)cc2[N+](=O)[O-])CC1 the results were HCT116 PTEN-null 57, MRP-1 activ -0.1, BB579 growth dn -12, Yeast life ext -8, Measles CPE 3, NPY-Y2 antag 8, E-sel TNF inh 8, HCT116 bCat-KO 34 and GALR2 antag -3.
`CCCc1cc(=O)oc2c(CN3CCN(C)CC3)c(O)c(Cl)cc12` gave HCT116 PTEN-null 108, MRP-1 activ -0.7, BB579 growth dn -60, Yeast life ext -5, Measles CPE 4, HCT116 bCat-KO 102 and Phagocytosis inh -1.
